SMN2 splice enh: qHTS Assay for Enhancers of SMN2 Splice Variant Expression; HEK293 SMN2-luciferase splicing reporter, luminescence, 30-36 h; Potency, µM (doses to about 46.1 µM), without a hit: at the highest dose activity change, positive = activation, hits mostly activators; actives 2.8% (n = 210,000); AID 1458, 2008; also: % of control where 0% means no effect; nearly all actives have a fitted effect of over 55% in size
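HEK293 cells carry an SMN2 […]–luciferase reporter in which exon 7 inclusion puts luciferase in frame. Cells were plated 10-12 h before compound addition, then incubated 30-36 h at 37C. ONE-Glo luminescence was read; sodium butyrate at 4.5 mM final served as control.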
ALDH1A1 block: qHTS Assay for Inhibitors of Aldehyde Dehydrogenase 1 (ALDH1A1) | Aldehyde dehydrogenase 1A1 (Homo sapiens), P00352 | Purified ALDH1A1, NADH fluorescence, propionaldehyde substrate | actives 7.3% (n = 220,000) | AID 1030, 2008 | Potency, µM (series often up to 75.3 µM), without a hit: at the highest dose activity, negative = inhibition, most hits filed as inhibitors; active = well fitted inhibition curve with a large enough effect, not every such curve was filed as active; inconclusive = small, poorly fitted or top-dose-only effect, or another doubt; inactive = no such curve, though single readings can be large or run the other way;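 also: plate controls were no enzyme wells and a reference inhibitor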
L3MBTL1 inh: qHTS Assay for the Inhibitors of L3MBTL1. Lethal(3)malignant brain tumor-like protein 1 (Homo sapiens), Q9Y468. AlphaScreen L3MBTL1–H3K9me1 peptide binding. Potency, µM (series often up to 57.1 µM), inactives show top-dose activity, negative = inhibition, hits mostly inhibitors. actives 0.66% (n = 230,000); also: % is scaled to controls: 0 for no effect and ±100 for the full control effect; nearly all actives have a fitted effect of over 60% in size
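AlphaScreen assay: L3MBTL1 (50 nM final) was preincubated 30 min at room temperature with biotinylated H3(1-15)K9me1 peptide (75 nM final), then 30 min with library compounds; streptavidin donor and nickel chelate acceptor beads (10 ug/mL final) added, 30 min dark.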
KinaseGlo FLuc: Counterscreen for Luciferase (Kinase-Glo TM) Inhibition. Luciferin 4-monooxygenase (Photuris pensylvanica), Q27757. Kinase-Glo luciferase, ATP luminescence, 8 min. Potency, µM (series often up to 38.3 µM), inactives show at the highest dose activity change, negative = inhibition, actives largely listed as inhibitors. actives 0.28% (n = 200,000); also: % is scaled to controls: 0 for no effect and ±100 for the full control effect; nearly all actives have a fitted effect of over 60% in size
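Luminescence was the read-out, taken after 8-minute incubation at ambient temperature. Luciferase turned over luciferin with 10 uM ATP in imidazole pH 7.2 buffer containing KCl, MgCl2, Tween 20 and BSA.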
RECQ1 inh: qHTS Assay for Inhibitors of RecQ-Like Dna Helicase 1 (RECQ1); ATP-dependent DNA helicase Q1 (Homo sapiens), P46063; RECQ1 DNA unwinding, red fluorescence kinetic read; Potency, µM (doses to about 57.3 µM), inactives show at the top dose activity, negative = inhibition, usual class: inhibitors; actives 0.54% (n = 240,000);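 also: plate controls were vehicle for no effect and no enzyme for full effect; nearly all actives have a fitted effect of over 30% in size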
Target sequence (P46063 whole entry, looked up): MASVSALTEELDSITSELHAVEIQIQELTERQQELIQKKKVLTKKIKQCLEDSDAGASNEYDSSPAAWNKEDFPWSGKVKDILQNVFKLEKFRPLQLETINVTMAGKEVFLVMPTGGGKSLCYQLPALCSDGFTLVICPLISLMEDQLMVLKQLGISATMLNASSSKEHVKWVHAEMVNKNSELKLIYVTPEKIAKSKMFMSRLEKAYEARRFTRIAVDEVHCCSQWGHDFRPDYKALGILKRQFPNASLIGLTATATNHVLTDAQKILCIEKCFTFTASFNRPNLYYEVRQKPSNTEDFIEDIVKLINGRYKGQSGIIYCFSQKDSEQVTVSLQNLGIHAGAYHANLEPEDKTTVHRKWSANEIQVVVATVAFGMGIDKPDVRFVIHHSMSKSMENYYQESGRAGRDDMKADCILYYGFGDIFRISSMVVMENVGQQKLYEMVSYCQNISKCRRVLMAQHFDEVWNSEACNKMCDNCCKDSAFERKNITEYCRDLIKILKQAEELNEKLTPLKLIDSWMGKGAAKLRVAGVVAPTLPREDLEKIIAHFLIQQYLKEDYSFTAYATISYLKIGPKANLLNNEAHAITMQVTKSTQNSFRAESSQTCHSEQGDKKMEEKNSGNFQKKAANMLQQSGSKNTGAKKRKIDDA
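RECQ1T1 50 nM; forked duplex (20 bp + 30-nt ss tails) 200 nM, ATP 2 mM final; pH 8.0, 2 mM MgCl2, 2.5 ug/ml poly(dI-dC); 15 min compound preincubation; discontinuous kinetic read over 2 h at RT.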
Tau fibril ThT: qHTS for Inhibitors of Tau Fibril Formation, Thioflavin T Binding. Microtubule-associated protein tau (Homo sapiens), P10636. recombinant tau K18 P301L (four-repeat tau fragment), heparin-induced fibrillization, ThT fluorescence. Potency, µM (series often up to 57.4 µM), for inactives: top-dose activity, negative = inhibition, most hits filed as inhibitors. actives 2.1% (n = 270,000); also: % is scaled to controls: 0 for no effect and ±100 for the full control effect; nearly all actives have a fitted effect of over 55% in size
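Aggregation was driven by heparin (20 uM final) acting on recombinant tau […] bearing P301L in 100 mM sodium acetate pH 7; fibrils were detected with Thioflavin T.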
LMNA splice mod: qHTS Assay for Modulators of Lamin A Splicing; HeLa LMNA splicing GFP/RFP minigene ratio, 48 h; AID 1487, 2009; Potency, µM (highest dose often 46.1 µM), for inactives: at the highest dose ratio change, negative = inhibition, hits mostly inhibitors; actives 0.01% (n = 200,000); active = well fitted inhibition curve with a large enough effect in the signal ratio, with a control signal flat, not every such curve was filed as active; inconclusive = small, poorly fitted or top-dose-only effect, or effect the other way, or a change in a side signal; the % refers to the signal ratio; also: % is scaled to controls: 0 for no effect and ±100 for the full control effect
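S3 HeLa cells stably expressing lamin A-EGFP splicing minigene plus DsRed2, 600 cells/well, 48 h compound exposure at 37C. Laser-scanning cytometry; analysed as GFP (500-530 nm)/RFP (575-640 nm) total intensity ratio; 0.5% DMSO vehicle.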
JMJD2E inh: qHTS Assay for Inhibitors of Human Jumonji Domain Containing 2E (JMJD2E); actives 1.6% (n = 230,000); JMJD2E catalytic domain, FDH-coupled NADH fluorescence (FDH is formaldehyde dehydrogenase); Lysine-specific demethylase 4E (Homo sapiens), B2RXH2; Potency, µM (doses to about 57.1 µM), inactives show at the highest dose activity change, negative = inhibition, usual class: inhibitors; active = well fitted inhibition curve with a large enough effect, not every such curve was filed as active; inconclusive = small, poorly fitted or top-dose-only effect, or another doubt; inactive = no such curve, though single readings can be large or run the other way;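 also: 0% = wells with enzyme and -100% = buffer wells without enzyme; nearly all actives have a fitted effect of over 50% in size; many of its hits are not listed in these tables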
Target sequence (B2RXH2 1-337 limits assumed): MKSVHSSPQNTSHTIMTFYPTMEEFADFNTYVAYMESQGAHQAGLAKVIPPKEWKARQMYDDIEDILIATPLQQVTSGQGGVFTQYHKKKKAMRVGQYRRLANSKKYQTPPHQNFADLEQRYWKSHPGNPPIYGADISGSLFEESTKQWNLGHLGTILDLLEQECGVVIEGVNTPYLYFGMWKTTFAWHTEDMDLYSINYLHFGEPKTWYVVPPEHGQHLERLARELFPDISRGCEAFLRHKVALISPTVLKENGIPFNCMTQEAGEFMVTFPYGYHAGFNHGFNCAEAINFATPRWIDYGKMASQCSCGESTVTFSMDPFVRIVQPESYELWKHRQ
An asterisk follows results filed as active; i = inactive; ? = inconclusive; . = not tested or not shown; & = joins results of further samples; [ ] = remark or other dose. Unless noted, calls follow the shape of the dose curve; as a rule, active = well fitted curve in the direction sought with a large enough effect; inconclusive = small, poorly fitted or top-dose-only effect, or another doubt; inactive = no such curve, though single readings can be large; an effect the other way counts as inactive or inconclusive. Potency is read from the fitted curve at half-maximal effect. These rows are one share of the data; count on the stated rates, not on these rows.

smiles,SMN2 splice enh,ALDH1A1 block,L3MBTL1 inh,KinaseGlo FLuc,RECQ1 inh,Tau fibril ThT,LMNA splice mod,JMJD2E inh
O=C(c1ccco1)N1CCN(C(=O)c2ccc(COc3ccc(F)cc3)o2)CC1,-12.3%,28.2µM*,-6.2%,-6.4%,i,-12.1%,-2.2%,-2.8%
c1coc(Cn2c(SCc3nc4ccccc4[nH]3)nnc2-c2cnccn2)c1,-13.1%,3.3%,-5.2%,0.7%,-6.2%,-14.7%,?,-28.2%
O=C(NCCC1=CCCCC1)c1ccc(Cl)c([N+](=O)[O-])c1,9.4%,?,-3.5%,1.7%,-1.6%,?,2.7%,6.0%
COc1ccc(C(=O)C2CCCN(C(=O)c3cc(C)nc(C)n3)C2)cc1OC (stereo unspecified),.,?,-2.5%,-0.1%,i,0.4%,4.1%[46 µM],?
COc1ccc(-c2nnc3sc(-c4ccccn4)nn23)cc1,-12.6%,-2.7%,4.2%,4.1%,-2.3%,?,6.8%,-9.8%
CCN1CCN(C(=O)c2c(-c3c(F)cccc3Cl)noc2C)CC1,0.4%,9.4%,.,3.4%,-5.1%,1.0%,1.8%,-3.5%
O=C(NN=C1CCN(Cc2ccccc2)CC1)c1ccccc1O,.,-1.7%,.,.,i,?,.,?
OCCC1CN(Cc2cccc3c2OCO3)CCN1C1CCCC1 (stereo unspecified),-16.5%,-0.1%,?,-6.0%,5.1%,2.0%,.,-0.3%
O=C(NC(NC(=S)Nc1c(Cl)cccc1Cl)C(Cl)(Cl)Cl)c1cccc([N+](=O)[O-])c1 (stereo unspecified),12.6%,17.8µM*,-5.2%,-0.8%,i,-16.3%,?,0.1%
O=C(CC(c1ccccc1)c1ccccc1)N1CCN(c2ccccn2)CC1,.,2.7%,6.0%,0.2%,i,5.4%,?,4.9%
O=C(CC(Cc1ccccc1)c1ccco1)NCc1ccco1 (stereo unspecified),.,-3.8%,-9.5%,.,-0.3%,-3.8%,-2.5%[46 µM],-0.5%
FC(F)(F)c1cccc(NC(=S)NCC(c2cccnc2)N2CCOCC2)c1 (stereo unspecified),1.2%,0.3%,-1.2%,-2.0%,3.4%,0.6%,?,12.1%
CCC(=O)Nc1ccccc1C(=O)N1CCN(Cc2ccccc2)CC1,8.8%,7.4%,-1.9%,11.5%,i,0.7%,?,7.9%
COc1ccc2nc(C)cc(SCC(=O)N/N=C/c3ccc(O)c(O)c3)c2c1,?,28.2µM*,-10.0%,1.2%,?,?,.,5.01µM*
COC(=O)c1cc2sc(Cl)cc2n1CC(=O)Nc1ccc(OC)c(OC)c1OC,-5.5%,-3.0%,-4.2%,1.7%,-6.0%,-5.8%,0.1%,-2.1%
CC1CC(C)(C)NCCNC(C)CC(C)(C)NCCN1 (stereo unspecified),1.6%,9.1%,3.7%,4.4%,1.9%,-6.7%,2.4%,11.3%
O=C(CSc1nnc(-c2ccc(F)cc2)c2ccccc12)Nc1ccccc1,-15.3%,-3.1%,-5.3%,1.9%,-4.8%,?,-10.4%,0.3%
CCOC(=O)c1ccc(N2C(=O)CC(C3CCCO3)C2=O)cc1 (stereo unspecified),-1.0%,-5.3%,.,-0.2%,8.4%,-0.8%,6.6%,3.9%
Nc1c(S(=O)(=O)c2cccc(Cl)c2)c2nc3ccccc3nc2n1CCN1CCOCC1,5.3%,?,5.5%,0.9%,-1.6%,-9.8%,14.0%,?
CCOC(=O)CC1C(=O)NCCN1S(=O)(=O)c1ccc(C)cc1 (stereo unspecified),3.9%,?,5.1%,2.9%,i,-0.5%,.,-13.4%
Cc1ccc(N(CC(=O)NCC2CCCO2)S(C)(=O)=O)cc1Cl (stereo unspecified),-7.2%,13.8%,1.7%,-2.2%,-8.1%,2.8%,9.1%,2.7%
O=C(NC(=S)Nc1ccc(Cc2ccncc2)cc1)c1ccccc1Cl,.,?,-1.0%,.,-12.3%,-6.7%,-12.8%,-1.6%
C[C@@H](CN1CCC(Cc2ccccc2)CC1)[C@@H](O)c1ccc(O)cc1,3.7%,-6.6%&4.9%,-2.0%,-0.5%&0.8%,-1.5%,-3.3%&-3.9%,?,-0.1%&5.4%
CCCCn1c(NC(=S)Nc2ccccc2)nc2ccccc21,-4.5%[1.84 µM],?,17.8µM*,1.4%,-1.7%,-10.4%,?,-12.8%
COC(=O)C1=C(N)Oc2cc(C)n(CC3CCCO3)c(=O)c2C1c1ccccc1 (stereo unspecified),-3.1%,-7.8%,5.1%,6.2%,-4.4%,-5.6%,1.0%,-10.2%
CS(=O)(=O)c1ccc(C(=O)N2CCN(Cc3ccccc3)CC2)cc1,-6.2%,5.0%,10.1%,0.6%,6.3%,-3.4%,?,4.5%
O=C(N/N=C/c1cccc([N+](=O)[O-])c1)c1cccc2cc[nH]c12,17.4%,-4.1%,-1.2%,1.1%,-6.1%,-1.9%,-15.3%[46 µM],-2.2%
Cc1nc2ccccc2n1C(=O)c1ccccc1[N+](=O)[O-],4.9%,-0.1%,-11.4%,1.1%,-11.6%,-5.4%,-6.3%,1.8%
C/C(=N\N=C1\NC(=O)CS1)c1cccs1,-20.1%,1.5%,14.1%,-3.1%,-0.1%,3.3%,2.0%[9.22 µM],3.9%
FC(F)Oc1ccc(-c2csc(=Nc3cccnc3)n2CC2CCCO2)cc1 (stereo unspecified),-72.2%[inhibitor],?,-5.5%,-3.2%,-1.8%,2.6%,?,-1.6%
CCOC(=O)c1cn(Cc2cccc(Cl)c2)nn1,-3.8%,1.0%,6.9%,0.3%,-5.6%,7.1%,?,8.8%
CCOc1ccccc1NC(=O)c1cccc(S(=O)(=O)N(Cc2ccccc2)c2ccccc2OC)c1,-17.0%,0.6%,0.1%,-0.5%,-7.3%,-3.8%,?,-24.4%
COc1cccc(-c2cc(=O)c3ccc(OC)cc3o2)c1,12.6µM*,?,.,-1.2%,?,-18.7%,-6.1%,?
CCOC(=O)N/N=C/C(Cl)=C/c1ccccc1,?,7.7%,4.7%,-2.0%,-1.6%,-12.3%,-12.9%[46 µM],5.5%
COc1cccc(Nc2ncccc2C(=O)O)c1,.,-6.4%,8.6%,.,i,-9.5%,6.5%,-4.4%
CNC(=O)c1sc(-c2cccs2)nc1C,18.3%,?,5.4%,1.7%,-7.8%,1.3%,10.6%[46 µM],?
CCC(C)c1ccc(NC(=O)c2cnn3c(C(F)F)cc(C)nc23)cc1 (stereo unspecified),2.3%,-1.1%,5.1%[11.4 µM],-0.4%,i,-11.3%,.,-5.3%
CCCNC(=O)c1ccc(OC)cc1OC,-8.2%,3.2%,-4.4%,-3.6%,6.8%,2.1%,-7.1%,-8.8%
Cc1oc(-c2ccccc2Cl)nc1Cn1cccc1C1=NC(c2ccccc2)CO1 (stereo unspecified),?,?,-1.3%,-1.3%,-4.4%,?,?,-20.9%
COC(=O)CC(=O)N1CCN(c2ccc(Cl)c(Cl)c2)CC1,6.7%,-6.5%,.,-3.3%,0.4%,-16.3%,.,-1.3%
O=C(O)CNc1nc(-c2ccccc2)nc2ccccc12,4.8%,13.1%,9.4%,1.1%,-0.3%,-5.9%,-2.4%,-0.1%
O=C(CCSc1ccccn1)c1ccccc1,2.7%,0.251µM*,-6.2%,-2.7%,0.1%,?,.,-7.3%
Cn1cc(C(=O)NCN2CCCCC2)c2ccccc21,-16.5%,3.5%,.,-1.0%,-3.7%,-13.8%,3.2%,-16.9%
COc1ccc(OC)c(NC(=O)CSc2ncccn2)c1,-31.2%[inhibitor],?,.,-1.8%,-4.1%,-12.6%,0.2%,-4.5%
NC(=O)NC(=O)CC1S/C(=N/N=C/c2ccccc2)NC1=O (stereo unspecified),17.3%,8.1%,3.4%,4.5%,i,1.8%,-16.1%[46 µM],7.9%
CCN(CC)CCN1C(=O)C(=O)/C(=C(/O)c2ccncc2)C1c1ccccc1 (stereo unspecified),-6.4%,-10.3%,2.4%,0.7%,-2.4%,9.2%,-1.4%,?
Cc1ccc2oc3c(c(=O)c2c1)C(c1cccs1)N(CCCN(C)C)C3=O (stereo unspecified),?,?,-13.4%,-1.3%,-7.0%,?,-9.8%,-2.1%
O=C(Nc1sc2c(c1C(=O)NCC1CCCO1)CCCC2)c1cccs1 (stereo unspecified),-10.7%,?,36.8%[activator],-2.1%,9.7%,?,?,-6.2%

Part of the list above in order of SMILES length, ascending:
smiles,SMN2 splice enh,ALDH1A1 block,L3MBTL1 inh,KinaseGlo FLuc,RECQ1 inh,Tau fibril ThT,LMNA splice mod,JMJD2E inh
Cn1cc(C(=O)NCN2CCCCC2)c2ccccc21,-16.5%,3.5%,.,-1.0%,-3.7%,-13.8%,3.2%,-16.9%
CCC(C)c1ccc(NC(=O)c2cnn3c(C(F)F)cc(C)nc23)cc1 (stereo unspecified),2.3%,-1.1%,5.1%[11.4 µM],-0.4%,i,-11.3%,.,-5.3%
Cc1ccc2oc3c(c(=O)c2c1)C(c1cccs1)N(CCCN(C)C)C3=O (stereo unspecified),?,?,-13.4%,-1.3%,-7.0%,?,-9.8%,-2.1%

Compound activity (PubChem)
